hIAP inh: human IAP inhibition | P09923 | purified IAP, CDP-Star luminescence, 30 min | inhibition, % at 10 µM | hit rate 0.12% among 330,000;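 active = inhibition reaching a set limit with compound at 10 µM in the primary screen, cut at about 35% in these data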;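 also: plate controls were DMSO wells with enzyme for no effect and no-enzyme buffer wells for full effect; values of inactives mirror those of a sister screen read the other way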
Target sequence (P09923 whole entry, looked up): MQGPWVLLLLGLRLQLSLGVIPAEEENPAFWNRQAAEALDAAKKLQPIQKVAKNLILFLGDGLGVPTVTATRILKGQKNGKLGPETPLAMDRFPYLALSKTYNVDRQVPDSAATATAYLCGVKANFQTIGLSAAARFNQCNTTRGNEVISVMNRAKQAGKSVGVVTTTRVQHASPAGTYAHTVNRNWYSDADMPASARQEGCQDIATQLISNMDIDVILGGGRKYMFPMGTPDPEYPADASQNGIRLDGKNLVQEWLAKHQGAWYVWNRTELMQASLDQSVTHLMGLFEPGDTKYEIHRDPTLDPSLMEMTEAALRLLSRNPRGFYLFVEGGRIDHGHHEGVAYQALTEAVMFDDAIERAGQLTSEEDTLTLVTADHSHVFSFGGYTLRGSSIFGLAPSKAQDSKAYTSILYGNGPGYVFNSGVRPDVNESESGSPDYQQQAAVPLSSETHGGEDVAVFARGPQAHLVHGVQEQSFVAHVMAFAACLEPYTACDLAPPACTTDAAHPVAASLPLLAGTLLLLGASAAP
PfG6PD inh: PfG6PD (Plasmodium falciparum) enzyme inhibition; inhibition, % at 20 µM; hit rate 0.78% among 350,000; PfGluPho enzyme, NADPH resazurin-diaphorase fluorescence;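 active = inhibition reaching at least a set limit at 20 µM in the primary screen, cut at about 59% in these data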;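 also: 0% = DMSO wells with substrate and 100% = DMSO wells lacking glucose-6-phosphate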
ATG4B inh: inhibitors of human ATG4B cysteine protease; Q9Y4P1; ATG4B cleavage of LC3-PLA2, NBD-HPC fluorescence, 1 h; inhibition, % at 8.33 µM; hit rate 0.51% among 340,000; in the data active = inhibition above about 40%
mIAP inh: mouse IAP inhibition | hit rate 0.2% among 330,000 | inhibition, % at 10 µM | purified mouse IAP, CDP-Star luminescence, 30 min;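 active = inhibition of at least 40% at 10 µM in the primary screen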;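 also: plate controls were DMSO with enzyme for no effect and no enzyme wells for full effect; values of inactives mirror those of a sister screen read the other way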
A3A deaminase: human APOBEC3A DNA deaminase inhibition; P31941; recombinant A3A, FAM/TAMRA ssDNA deamination fluorescence; inhibition, % at 20 µM; hit rate 0.41% among 330,000;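 active = at least 40% inhibition at 20 µM here, with at most 30% in a related deaminase screen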;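 also: plate controls were A3A with DMSO for no effect and wells lacking A3A enzyme for full effect; some results filed as inactive read as strong as hits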
Target sequence (P31941 whole entry, looked up): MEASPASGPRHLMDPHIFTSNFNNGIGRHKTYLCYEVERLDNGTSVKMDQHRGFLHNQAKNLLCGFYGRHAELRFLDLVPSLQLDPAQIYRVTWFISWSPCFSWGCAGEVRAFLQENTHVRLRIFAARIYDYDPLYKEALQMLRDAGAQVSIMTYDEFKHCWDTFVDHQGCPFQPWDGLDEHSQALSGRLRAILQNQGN
mIAP act: mouse IAP activation; muIAP, CDP-Star luminescence, 30 min; hits give high values; 1 = vehicle-only enzyme signal, 0 = enzyme-free wells; hit rate 0.24% among 330,000; activation factor at 10 µM; AID 2805;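 active = activation factor of at least 2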; also: the source names both 10 and 20 µM as test concentration; values of inactives mirror those of a sister screen read the other way
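also added = chemiluminescent substrate CDP-Star | test system = mouse IAP enzyme | signal = chemiluminescence readout | compound = DMSO-dissolved test compounds | incubation = 30 min at room temperature | benchmarks = DMSO wells, no-enzyme wells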
hIAP act: increases human intestinal alkaline phosphatase activity. hit rate 0.16% among 330,000. activation factor at 10 µM. P09923. purified human IAP, CDP-Star luminescence, 30 min; hits give high values; 1 = vehicle-only enzyme, 0 = enzyme-free background. AID 2524;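 active = activation factor of the enzyme at least 2-fold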; also: the source names both 10 and 20 µM as test concentration; values of inactives mirror those of a sister screen read the other way
HKDC1 inhibitor: HKDC1 (human) hexokinase inhibition. Q2TB90. recombinant HKDC1, G6PDH/diaphorase resazurin coupled fluorescence. inhibition, % at 20 µM. hit rate 0.16% among 340,000. AID 493160;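 active = inhibition above about 35% when tested at 20 µM, limit read from the data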;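 also: plate controls were DMSO wells with enzyme for no effect and DMSO wells lacking enzyme for full effect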
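Test system: recombinant HKDC1 (HK5) hexokinase enzyme, produced in-house / Doses: 20 µM test compound, 1% DMSO / Timing: 90 min, room temperature / Detection: G6PDH/diaphorase-coupled fluorescence, 1 mM NADP, 100 µM resazurin, 525/613 nm / Control set: DMSO wells with and without enzyme mix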
Numbers without * were called inactive; x = not tested or not shown.

No.	Molecule	ATG4B inh	A3A deaminase	hIAP inh	mIAP inh	hIAP act	HKDC1 inhibitor	mIAP act	PfG6PD inh
1	O=C1Nc2ccccc2N(O)N1c1ccc(Cl)c(Cl)c1	-11	-5	11	4	0.89	-10	0.95	-11
2	O=C(O)CCN1C(=O)S/C(=C\c2cccnc2)C1=O	0	-4	-20	-5	1.2	-6	1.1	5
3	COc1ccc(C(=O)NNC(=S)NC(=O)c2cccnc2)cc1	7	1	-70	26	1.7	1	0.74	-4
4	CCCc1cc(=O)oc2cc(OCC(=O)NC3CC(C)(C)NC(C)(C)C3)ccc12	-5	-2	-10	4	1.1	-4	0.96	0
5	CC(=O)Nc1ccc(SCC(=O)c2cc(C)n(Cc3cccs3)c2C)cc1	-10	-2	11	0	0.89	-1	1	-2
6	C[C@@H]1NC(=O)[C@@]2(C)[C@@H](c3ccccc3)[C@H]3COc4ccc(Cl)cc4[C@@H]3N2C1=O	-14	-5	-4	1	1	1	0.99	0
7	Cn1c(-c2sc3ccccc3c2Cl)n[nH]c1=S	-5	-3	10	-1	0.9	3	1	-6
8	Cc1ccc(CNC(=O)c2sc3ccc(S(=O)(=O)N4CCCCC4)cc3c2N)cc1	x	-2	-1	0	1	x	1	x
9	COc1ccccc1-n1cnc2cc(C(=O)NCc3ccco3)ccc21	-2	4	-10	0	1.1	-2	0.99	13
10	Cc1ccc(NC(=O)CSC2=C(C#N)C(c3ccco3)C3=C(CCCC3=O)N2)cc1 (configuration not stated)	-25	2	0	28	1	3	0.72	-2
11	CC(C)c1ccccc1NC(=S)NCc1ccncc1	-2	-14	-11	-17	1.1	-4	1.2	3
12	O=C(COC(=O)Cc1ccccc1[N+](=O)[O-])NCc1ccccc1Cl	4	1	-25	-6	1.2	15	1.1	9
13	O=C(COc1cccc(C(F)(F)F)c1)NCC(c1ccco1)N1CCCC1 (configuration not stated)	-2	46*	9	6	0.91	-2	0.94	-1
14	CC(C)Oc1cc(C(=O)NC2CCCCC2)c2ccccc2n1	5	-2	-18	2	1.2	-1	0.98	6
15	Cc1ccc(OCCNC(=O)Cc2ccc(F)cc2)cc1	-4	4	-5	-9	1.1	-14	1.1	20
16	O=C1CSc2ccc(S(=O)(=O)N3CCN(c4ccccc4)CC3)cc2N1	-12	-1	2	5	0.98	-1	0.95	15
17	COc1ccccc1N(CC(=O)NC1CCCCC1)C(=O)c1csnn1	-15	-2	-7	3	1.1	-1	0.97	-4
18	Cc1cccc(/C=C(\C(=O)O)c2ccc(S(=O)(=O)N3CCCC3)s2)c1	8	87	-12	6	1.1	1	0.94	-25
19	CCN(CC)CCN(C(=O)c1ccc2c(c1)OCCO2)c1nc2cc3c(cc2s1)OCO3	-7	-3	0	2	1	3	0.98	7
20	CCOC(=O)C1CCN(C(=O)COC(=O)CCOc2ccc(C)cc2)CC1	-16	-3	0	-11	1	2	1.1	-8
21	COc1ccccc1NC(=O)C1=C(C)NC2=C(C(=O)CC(c3ccc(OC)c(OC)c3)C2)C1c1coc2ccccc2c1=O (configuration not stated)	-12	-3	16	9	0.84	-2	0.91	17
22	CC(=O)Nc1ccc(/C=N/N2C(C)CCCC2C)cc1 (configuration not stated)	-10	-3	2	-16	0.98	-9	1.2	5
23	CCSc1nc2ccccc2n1Cc1nc(N)nc(N(C)C)n1	-4	-8	20	-2	0.8	-12	1	-18
24	O=C(NC(=S)N1CCN(c2ccccc2)CC1)c1ccccc1	x	-2	25	5	0.75	x	0.95	x
25	COc1ccc(C(=O)CSc2nnc(-c3ccccc3)o2)cc1	-10	2	5	-1	0.95	-20	1	4
26	CCOC(=O)c1sc(NC(=O)CSc2nc(C)cc(C)n2)c(C#N)c1C	-2	5	-5	-4	1	4	1	-21
27	O=C(NCc1cccnc1)C(=O)Nc1ccc2c(c1)OCO2	-7	0	-7	6	1.1	-3	0.94	8
28	Cc1ccc(NC(=O)Cc2nnc(SCC(=O)c3ccc(Br)cc3)n2C)cc1	-5	-5	11	4	0.89	-7	0.96	-3
29	COc1ccccc1C(C)Nc1ccc(S(=O)(=O)N2CCN(C)CC2)cc1[N+](=O)[O-] (configuration not stated)	-9	3	12	23	0.89	-1	0.77	13
30	CC(=O)c1ccccc1OCCOCCOc1ccccc1C(C)=O	-1	3	5	8	0.95	12	0.92	-2
31	CC(C)C[C@@]12C(=O)N(c3cccc(F)c3)C(=O)N1[C@H](c1ccc(F)cc1)[C@@H]1C(=O)N(C3CCCCC3)C(=O)[C@@H]12	-6	5	-9	9	1.1	0	0.91	5
32	Cc1cccc(C)c1NC(=S)NC(=O)CCc1ccccc1	1	-6	-9	4	1.1	1	0.96	-2
33	CNC(=O)C1CN(C(=O)c2cccc(S(=O)(=O)N3c4ccccc4CC3C)c2)c2ccccc2O1 (configuration not stated)	-15	2	3	0	0.97	-2	1	1
34	CC1CCCCN1C(=O)COc1ccc(S(=O)(=O)N2CCCC2)cc1[N+](=O)[O-] (configuration not stated)	-10	2	-9	2	1.1	-6	0.98	-2
35	COc1ccc(/C=N/Nc2ncnc3sc4c(c23)CCCC4)cc1O	-11	2	-19	21	1.2	-7	0.79	45
36	COc1ccc(O[C@H]2C=C[C@@H](c3ccccc3)O[C@@H]2COC(=O)CC/C(C)=N/OC[C@@H](O)[C@H]2O[C@@H]3OC(C)(C)O[C@@H]3[C@H]2O)cc1	x	-4	3	4	0.97	x	0.96	x
37	Cc1cccc(N2C(=O)Cc3ccccc3C2=O)c1	-3	-5	2	0	0.97	-3	1	8
38	Cc1ccsc1C1Nc2ccccc2-c2nc3ccccc3n21 (configuration not stated)	22	1	2	-16	0.98	-3	1.2	10
39	CC(=O)c1c(OCC(=O)N(C)C2CCCCC2)ccc2c(C)cc(=O)oc12	12	-6	-4	1	1	-3	0.99	-8
40	CN(C1CCCC1)C1CCN(C(=O)CNC(=O)/C=C/c2ccc(F)cc2)CC1	2	2	-12	6	1.1	-7	0.94	2
41	CSc1nc(C(C)C)ccc1CNC(=O)CC(C)c1ccccc1 (configuration not stated)	11	1	-2	-14	1	-3	1.1	-4
42	Cc1csc(NC(=O)CSc2nnc(NC(=O)COc3ccc(Cl)cc3)s2)n1	5	3	-3	14	1	-7	0.86	-7
43	O=C(c1cc2n(n1)C(C(F)(F)F)CC(c1ccco1)N2)N1CCN(c2ccccn2)CC1 (configuration not stated)	-3	1	9	-4	0.91	-6	1	13
44	COc1cccc(NC(=O)c2ccc(NC(=O)C3CC(=O)OC34CCCCC4)cc2)c1 (configuration not stated)	-10	-2	6	-6	0.94	6	1.1	0
45	CC(=O)c1c(O)c(C)c(-c2ccccc2)n(-c2ccccc2)c1=O	3	-3	-3	-5	1	7	1	-5
46	CN(C)S(=O)(=O)c1ccc(-c2csnn2)s1	-4	1	18	15	0.82	2	0.85	-5
47	CN(CCCNC(=O)Cn1cccc1C(=O)c1ccccc1)C1CCCCC1	0	-1	2	2	0.98	0	0.97	-8
48	COC(=O)c1c(NC(=O)CS(=O)(=O)c2ccccc2)sc(C)c1C	14	-2	-10	5	1.1	2	0.95	1
49	Cc1c(NC(=O)c2cccs2)cccc1C(=O)O	-7	-3	1	0	0.99	-4	0.99	7
50	CC(C)(C)OC(=O)N1CCN(C(=O)c2nc[nH]c2C(=O)N2CCN(c3ccccc3)CC2)CC1	-5	-1	0	3	0.99	-1	0.97	-1

Retrieved by compound from the list above (4):
No.	Molecule	ATG4B inh	A3A deaminase	hIAP inh	mIAP inh	hIAP act	HKDC1 inhibitor	mIAP act	PfG6PD inh
21	COc1ccccc1NC(=O)C1=C(C)NC2=C(C(=O)CC(c3ccc(OC)c(OC)c3)C2)C1c1coc2ccccc2c1=O (configuration not stated)	-12	-3	16	9	0.84	-2	0.91	17
48	COC(=O)c1c(NC(=O)CS(=O)(=O)c2ccccc2)sc(C)c1C	14	-2	-10	5	1.1	2	0.95	1
13	O=C(COc1cccc(C(F)(F)F)c1)NCC(c1ccco1)N1CCCC1 (configuration not stated)	-2	46*	9	6	0.91	-2	0.94	-1
41	CSc1nc(C(C)C)ccc1CNC(=O)CC(C)c1ccccc1 (configuration not stated)	11	1	-2	-14	1	-3	1.1	-4

Next compounds
No.	Molecule	ATG4B inh	A3A deaminase	hIAP inh	mIAP inh	hIAP act	HKDC1 inhibitor	mIAP act	PfG6PD inh
51	CC(C)(C)c1csc(NC(=O)c2ccc3nccnc3c2)n1	-7	0	2	2	0.98	2	0.97	33
52	Nc1nc2c(Cl)ccc(Cl)c2s1	-14	15	3	-12	0.97	-1	1.1	30
53	COc1cc(Cl)c(C)cc1NC(=O)c1ccc(S(C)(=O)=O)cc1	0	-1	15	9	0.85	6	0.91	4
54	O=C(Nc1ccccc1)Nc1ccccc1-n1ccnc1	-7	0	-7	2	1.1	-9	0.98	1
55	COc1ccc(Cl)cc1N(CC(=O)Nc1ccc2c(c1)OCO2)S(C)(=O)=O	-7	42*	-2	-2	1	-3	1	11
56	COc1cc(NC(=O)COC(=O)Cn2cnc3c2c(=O)n(C)c(=O)n3C)cc(OC)c1	-8	-3	-6	2	1.1	-1	0.98	4
57	COc1ccc2nc(NC(=O)CSc3nc(SC)ns3)sc2c1	9	-2	7	7	0.93	-2	0.93	8
58	Cc1nc2ccccc2nc1OCc1ccc([N+](=O)[O-])cc1	2	1	16	10	0.84	-4	0.9	-1
59	CN(CC1CCOCC1)C(=O)CC1C(=O)NCCN1CC1CCCCC1 (configuration not stated)	-5	-2	7	8	0.93	-1	0.93	-3
60	Nc1c(C(=O)OCC(=O)NCc2ccccc2)[nH]c(=O)[nH]c1=O	9	-1	0	6	1	-3	0.94	-2
61	CC(C)NC(=O)NC(=O)COC(=O)c1ccc(F)cc1F	-13	3	11	0	0.89	0	1	-5
62	Cc1ccc(OCC(=O)NNC(=O)C2CCN(c3ncnc4sc(C)c(C)c34)CC2)cc1	-1	-1	-47	1	1.5	-2	0.99	1
63	CCCCOc1ccc(S(=O)(=O)NCc2csc(C)n2)cc1	10	-2	-9	3	1.1	-3	0.97	2
64	CCCCOC(=O)c1nc[nH]c1C(=O)OCCCC	11	0	-53	-5	1.5	13	1.1	11
65	COc1cccc(C(=O)OCCN2CCOCC2)c1	0	-2	-1	-2	1	4	1	-14
66	COc1ccc(N=c2oc3ccc(OC)cc3cc2-c2nc3ccccc3[nH]2)cc1	5	-2	1	8	0.99	-2	0.92	-4
67	O=C(NCc1ccccc1Cl)c1ccc2c(=O)n(CC3CCCO3)c(=S)[nH]c2c1 (configuration not stated)	7	1	18	7	0.82	-4	0.93	-21
68	COc1ccc(NC(=O)CC23CC4CC(CC(Br)(C4)C2)C3)c(OC)c1	-2	-4	-12	8	1.1	3	0.92	28
69	CCCCn1c(N)c(N(CCOC)C(=O)C2CCN(S(=O)(=O)c3ccc(F)cc3)CC2)c(=O)[nH]c1=O	1	2	2	2	0.98	-4	0.98	5
70	COc1cccc(/C=N/NC(=O)Cn2ccnc2C)c1	1	3	8	-2	0.92	-3	1	-7
71	CCNC(=S)NNC(=O)CSc1nc2ccccc2[nH]1	-5	-7	-143	-10	2.4*	1	1.1	-3
72	CC(CCc1ccccc1)NC(=O)COC(=O)c1ccccc1O (configuration not stated)	-5	2	15	-7	0.85	-1	1.1	17
73	CC1=C(C(=O)OCc2ccc3c(c2)OCO3)C(c2ccc(F)cc2)NC(=O)N1 (configuration not stated)	-12	-3	20	2	0.8	3	0.98	-13
74	CCCNS(=O)(=O)c1ccc(N2CCCC2=O)c([N+](=O)[O-])c1	2	1	4	-7	0.96	-9	1.1	10
75	Cc1cccc(Nc2nnc(SCC(=O)NC3CCCc4ccccc43)s2)c1C (configuration not stated)	28	1	-27	-44	1.3	8	1.4	4
76	Cc1c(C(=O)NC(C(C)C)C(C)C)cccc1[N+](=O)[O-]	-3	-1	2	4	0.98	-7	0.96	3
